Source: PubChem BioAssay (several laboratories)
LYP phosphatase: inhibitors of LYP phosphatase, biochemical, fluorescence intensity, uHTS (AID 1779). Tyrosine-protein phosphatase non-receptor type 22 (Homo sapiens). recombinant LYP phosphatase, fluorescence intensity; higher % means a stronger effect. inhibition, % at 11.5 µM; hits with a dose series show IC50 in µM. hit rate 0.054% among 290,000; in the data active = inhibition above about 50%;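 also: plate controls were vehicle with enzyme for no effect and no enzyme for full effect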
NS5 inhibitors: Dengue-2 NS5 methyltransferase inhibitors, primary screen, biochemical, confirmation dose response (AID 588689); Genome polyprotein (Dengue virus type 2 (strain 16681-PDK53)); Dengue-2 NS5 methyltransferase capping enzyme assay, biochemical; higher % means a stronger effect; inhibition, % at 25 µM; hits with a dose series show IC50 in µM; hit rate 0.3% among 340,000; in the data active = a potency from the dose series
Large T inhibition: SV40 large T antigen inhibitors, biochemical (AID 1903); SV40 large T antigen ATPase/helicase inhibition assay; higher % means a stronger effect; one-dose inhibition, % at 20 µM; IC50 in µM for titrated hits; hit rate 0.39% among 310,000; in the data active = a potency from the dose series; also: strong numbers were not always called active
HIV fusion peptide: inhibitors of HIV fusion peptide binding, primary screen, biochemical, uHTS, fluorescence dequenching (AID 1986). cell-free peptide binding, fluorescence dequenching, 30 min; higher % means a stronger effect. inhibition, % at 20 µM, or IC50 in µM where a hit was titrated. hit rate 0.3% among 290,000; in the data active = inhibition mostly above about 52%, no sharp cut-off; inactive = mostly below about 76%; also: some results filed as inactive read as strong as hits
XIAP displacement: XIAP antagonists, biochemical, IAP family, fluorescence polarization (AID 1018). XIAP BIR domain, fluorescence polarization peptide displacement; higher % means a stronger effect. one-dose displacement, % at 20 µM; IC50 in µM for titrated hits. hit rate 0.007% among 200,000. E3 ubiquitin-protein ligase XIAP (Homo sapiens); in the data active = displacement above about 50%; also: a part of the inactive calls stands beside numbers as strong as those of hits
AID2073: inhibitors of Mint1-CaV2.2 protein interaction, biochemical, HTRF (AID 2073) | Voltage-dependent N-type calcium channel subunit alpha-1B (Homo sapiens) | HTRF protein-protein interaction, Mint1-CaV2.2; higher % means a stronger effect | one-dose inhibition, % at 20 µM; IC50 in µM for titrated hits | hit rate 0.19% among 290,000; in the data active = inhibition mostly above about 51%, no sharp cut-off; also: some results filed as inactive read as strong as hits
RSV CPE inhibition: RSV antiviral activity via CPE protection, HEp-2 cells, primary 10 µM value included (AID 2391); HEp-2 cells, RSV-induced CPE inhibition; higher % means a stronger effect; one-dose CPE inhibition, % at 10 µM; IC50 in µM for titrated hits; hit rate 0.13% among 310,000; in the data active = a potency from the dose series; also: strong numbers were not always called active
Rac1 GTP hydrolysis: MgcRacGAP GTPase-activating activity inhibitors, confirmation, biochemical, ADP Hunter fluorescence | hit rate 0.6% among 340,000 | MgcRacGAP-stimulated Rac1 GTP hydrolysis, ADP Hunter fluorescence; higher % means a stronger effect; GST-tagged Rac1 F28L mutant substrate | inhibition, % at 30 µM; hits with a dose series show IC50 in µM;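 active = first-screen hits whose inhibition reached a set limit at any dose in the follow-up dose series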;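 also: fluorescence reports GDP produced by GAP-driven GTP hydrolysis; strong numbers were not always called active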
Siah-1 displacement: Siah-1 peptide-binding antagonists, primary screen, biochemical, fluorescence polarization, rhodamine-plectin, uHTS (AID 1817); Siah-1 / rhodamine-plectin peptide fluorescence polarization; higher % means a stronger effect; displacement, % at 20 µM; hits with a dose series show IC50 in µM; hit rate 0.02% among 290,000;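 active = displacement of at least 50% at 20 µM, with a fluorescence ratio check between 0.3 and a set limit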;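 also: plate controls were Siah plus tracer with DMSO for no effect and tracer alone without Siah for full effect; strong numbers were not always called active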
NS5 inhibitors pilot replicate: second read-out of NS5 inhibitors, no call of its own (marks repeat the call); inhibition, %; measured here: pilot screen replicate inhibition
Active calls of the source: *; x = no result given.

SMILES	LYP phosphatase	NS5 inhibitors	Large T inhibition	HIV fusion peptide	XIAP displacement	AID2073	RSV CPE inhibition	Rac1 GTP hydrolysis	Siah-1 displacement	others
CCOC(=O)/C(=C\c1ccc(OC(F)F)cc1)C1=Nn2c(nnc2-c2ccc(Cl)cc2)SC1	9.9%	-32.8%	7.2%	3.7%	-10.2%	2.4%	-1.5%	5.2%	-2.9%
O=C(COc1ccc2ccccc2c1)Nc1cccnc1Cl	-9.9%	-7.5%	22.9%	-1.4%	x	2.6%	1.7%	5.8%	4.2%
Cn1cc(C(=O)NCc2ccc(F)cc2)cn1	-10.0%	0.0%	2.4%	4.4%	-4.1%	-6.9%	-0.8%	-7.7%	9.5%
Cc1ccc(NC(=O)C2CCN(S(C)(=O)=O)CC2)c(C)c1	-5.3%	0.8%	27.8%	0.7%	x	1.6%	1.3%	-5.8%	17.5%
CCOC(=O)Cn1nc(NC(=O)c2cc(OC)cc(OC)c2)cc1C	-5.0%	-10.9%	7.6%	-3.3%	x	5.9%	0.1%	-6.7%	-6.9%
COC(=O)CN1C(C)=Nc2ccc(Br)cc2C1c1ccccc1 (configuration not stated)	0.9%	-5.6%	10.7%	-0.8%	-18.6%	-3.8%	0.4%	6.3%	2.4%
O=C(CCCc1ccccc1)Nc1cccc([N+](=O)[O-])c1	-1.1%	-6.2%	4.9%	0.8%	x	-2.1%	4.2%	6.1%	-1.7%
Nn1c(COc2ccccc2)nnc1SC(F)F	-8.2%	-3.2%	11.4%	-0.1%	-5.7%	-4.4%	0.4%	8.3%	-5.8%
CCOC(=O)C1=C(C)NC(=O)NC1/C(C)=C/c1ccccc1 (configuration not stated)	-5.5%	-10.6%	6.0%	0.4%	0.1%	-2.8%	0.8%	5.5%	-0.6%
Cc1nc(N)nc(OCC(F)(F)C(F)F)c1Br	-1.2%	5.6%	-0.7%	4.1%	-4.5%	23.2%	3.9%	2.5%	1.5%
CCn1c(Cc2ccccc2)nnc1SCC(=O)Nc1ccccc1N1CCOCC1	-10.2%	-0.8%	8.6%	-1.0%	-2.6%	-4.0%	1.9%	-1.3%	-9.4%
Cn1ncc(Cl)c1C(=O)N1CCN(c2cccc(Cl)c2)CC1	-12.1%	-7.8%	15.1%	-0.8%	x	0.8%	2.7%	8.0%	14.5%
N/C(=N\OC(=O)COc1cc(Cl)c(Cl)cc1Cl)c1ccccn1	6.6%	x	-0.7%	0.2%	-3.1%	23.1%	1.2%	x	2.4%
O=C1CCCCC(=O)c2ccccc2N1	-3.5%	-0.8%	2.7%	-0.3%	-2.3%	0.9%	2.8%	5.5%	-4.5%
COc1cc(C2SCCS2)cc(Br)c1Oc1ncccc1[N+](=O)[O-]	0.1%	x	15.3%	0.7%	x	-13.7%	x	x	12.3%
O=C(Cc1cc(=O)[nH][nH]1)N/N=C/c1ccccc1Cl	-4.5%	x	23.6%	23.6%	-4.1%	6.8%	0.6%	x	-2.2%
Cc1ccc(CCNC(=O)C2CCN(S(=O)(=O)N3CCCCC3)CC2)cc1	-4.5%	32.5%	3.0%	0.2%	x	2.0%	1.2%	-5.4%	-2.6%
O=C(Cn1cnc2ccccc21)Nc1cccc([N+](=O)[O-])c1	-2.8%	-6.3%	0.2%	-1.9%	-6.3%	5.4%	17.3%	4.0%	-3.4%
CCOCCCNS(=O)(=O)c1ccc(NC(=O)c2ccc([N+](=O)[O-])cc2Cl)cc1	-3.8%	-9.1%	11.1%	1.3%	-1.4%	4.1%	1.7%	5.4%	-2.0%
O=C(COc1cccc2ccccc12)N1CCN(c2ccccc2)CC1	-7.2%	-4.1%	9.4%	-0.8%	-4.5%	-3.3%	12.2%	1.9%	1.1%
COc1ccc(N2CCN(Cc3nc4scc(-c5ccccc5)c4c(=O)[nH]3)CC2)cc1	-3.5%	x	6.4%	12.7%	0.1%	24.2%	15.2%	-1.9%	2.3%
C/C(=N\NC(=O)c1cccc(S(=O)(=O)N2CCOCC2)c1)c1ccco1	-1.8%	-11.1%	8.2%	-1.4%	x	4.1%	2.9%	-5.8%	5.3%
Cc1ccc(-c2nn(-c3ccccc3)cc2C(=O)NCC(c2cccs2)N2CCOCC2)cc1 (configuration not stated)	x	2.9%	5.5%	x	x	x	0.6%	-1.1%	x
Cn1nnc(NC(=S)NC(=O)c2cc(Cl)ccc2Cl)n1	-6.0%	-1.7%	11.1%	-0.7%	x	-17.5%	0.5%	-6.3%	-4.7%
C=CCNC(=S)NNC(=O)CSc1nc2ccccc2s1	-0.2%	-2.9%	10.2%	0.4%	0.9%	-22.8%	2.8%	14.1%	2.7%

Next section; the last 6 above are carried over.
SMILES	LYP phosphatase	NS5 inhibitors	Large T inhibition	HIV fusion peptide	XIAP displacement	AID2073	RSV CPE inhibition	Rac1 GTP hydrolysis	Siah-1 displacement	others
O=C(COc1cccc2ccccc12)N1CCN(c2ccccc2)CC1	-7.2%	-4.1%	9.4%	-0.8%	-4.5%	-3.3%	12.2%	1.9%	1.1%
COc1ccc(N2CCN(Cc3nc4scc(-c5ccccc5)c4c(=O)[nH]3)CC2)cc1	-3.5%	x	6.4%	12.7%	0.1%	24.2%	15.2%	-1.9%	2.3%
C/C(=N\NC(=O)c1cccc(S(=O)(=O)N2CCOCC2)c1)c1ccco1	-1.8%	-11.1%	8.2%	-1.4%	x	4.1%	2.9%	-5.8%	5.3%
Cc1ccc(-c2nn(-c3ccccc3)cc2C(=O)NCC(c2cccs2)N2CCOCC2)cc1 (configuration not stated)	x	2.9%	5.5%	x	x	x	0.6%	-1.1%	x
Cn1nnc(NC(=S)NC(=O)c2cc(Cl)ccc2Cl)n1	-6.0%	-1.7%	11.1%	-0.7%	x	-17.5%	0.5%	-6.3%	-4.7%
C=CCNC(=S)NNC(=O)CSc1nc2ccccc2s1	-0.2%	-2.9%	10.2%	0.4%	0.9%	-22.8%	2.8%	14.1%	2.7%
CCOc1ccccc1NC(=O)C1CCN(C(=O)Cc2ccccc2)CC1	3.4%	-5.2%	2.0%	-0.4%	-13.6%	-11.7%	1.9%	8.8%	6.3%
Cc1ccc2nc(-c3ccccc3)nc(SC(C)C(=O)NCc3cccs3)c2c1 (configuration not stated)	-10.5%	x	2.5%	1.5%	-3.9%	11.3%	0.6%	x	0.6%
CC(=O)NC1C(OCc2ccccc2)OC2COC(C)(C)OC2C1O (configuration not stated)	-9.2%	-2.4%	1.2%	-0.2%	-5.0%	2.4%	1.7%	10.8%	2.1%
Cc1ccc(/C=C2\SC(=S)N(CCCC(=O)Nc3ccccn3)C2=O)cc1	1.2%	-4.8%	-1.4%	3.5%	-6.2%	-0.6%	0.4%	3.4%	-1.0%
CN(C)C(=O)CNC(=O)C1CCCCC1	-7.2%	0.0%	-3.0%	4.1%	-2.4%	1.3%	2.4%	3.0%	1.0%
O=S1(=O)CCC(NC(=S)N2CCCCC2)C1 (configuration not stated)	-4.2%	-4.3%	-11.5%	1.7%	-4.4%	-4.5%	1.2%	6.4%	1.1%
O=c1c(F)cn(C2CCCO2)c(=O)n1Cc1ccc(Cl)cc1 (configuration not stated)	-6.7%	22.7%	16.9%	2.6%	-6.0%	6.2%	1.0%	4.9%	7.0%
O=S(=O)(NC1CC1)c1ccc(S(=O)(=O)N2CCC3(CC2)OCCO3)cc1	-6.1%	-0.8%	15.9%	0.4%	-2.3%	3.0%	-0.7%	3.5%	-1.9%
Cc1noc2ncnc(Oc3ccc4ccccc4c3)c12	-3.4%	-3.4%	5.2%	-3.9%	-2.0%	5.3%	0.9%	8.0%	3.5%
Cc1ccc(Cn2ccc(NC(=O)c3cc(-c4ccc(Br)cc4)on3)n2)cc1	-7.3%	1.4%	9.1%	-0.8%	-12.0%	10.8%	-0.9%	0.2%	5.3%
CC(C)(C)C(=O)Oc1cccc(Nc2ncnc3ccccc23)c1	-5.1%	4.0%	4.6%	-0.3%	x	1.2%	5.0%	4.1%	6.8%	NS5 inhibitors pilot replicate=-2.4
COc1ccc(C(=O)N/C(=C\c2cccc3ccccc23)C(=O)NCCc2c[nH]c3ccccc23)cc1OC	4.6%	0.0%	-2.5%	1.6%	-8.3%	7.3%	1.5%	1.7%	-5.1%
CCCOc1ccc(OC(=O)c2ccc(Br)o2)cc1	-8.3%	-8.1%	5.4%	3.0%	0.5%	-8.5%	0.4%	8.8%	4.8%
NC(=O)NOCc1cccc(Cl)c1	-2.5%	-2.3%	3.5%	0.7%	-6.1%	3.2%	4.4%	5.3%	-2.1%
CC(=O)Nc1cccc(N(C(=O)C2COc3ccccc3O2)C(C(=O)NC2CCCCC2)c2cn(C)nc2C)c1 (configuration not stated)	-5.6%	-13.1%	7.6%	-0.5%	-5.3%	-6.8%	-1.3%	5.0%	1.7%
CCCCc1nc(SCC(=O)Nc2ccc(S(N)(=O)=O)cc2)n[nH]1	-12.3%	5.5%	4.3%	2.9%	-4.0%	-10.6%	1.4%	0.9%	3.6%
O=c1c2ccccc2ncn1-c1ccccc1F	-6.1%	1.7%	11.9%	-0.6%	-5.2%	-19.9%	2.1%	9.5%	5.5%
COc1ccc(CNC(=O)C/C(C)=N/NC(=O)c2ccc(OC)cc2OC)cc1	-4.9%	0.0%	-17.1%	-2.5%	x	5.1%	-0.1%	5.4%	-1.2%
CC1CCN(S(=O)(=O)c2ccc(-c3nnc(SCc4cccnc4)o3)cc2)CC1	-6.3%	-6.1%	10.9%	14.4%	-6.0%	35.6%	-0.9%	14.9%	-2.2%	NS5 inhibitors pilot replicate=2.1
COc1cc(C2C3C(=O)N(c4ccccc4)C(=O)C3ON2c2ccccc2)cc(OC)c1OC (configuration not stated)	-6.8%	4.2%	6.2%	0.0%	-5.2%	2.6%	1.3%	6.7%	-4.5%
O=[N+]([O-])c1ccc(Sc2nccn2Cc2ccccc2)c([N+](=O)[O-])c1	0.6%	-2.1%	-5.0%	1.3%	-5.1%	-8.7%	-0.9%	-3.0%	2.4%
COc1ccccc1/C=C(\C#N)C(=O)c1cccn1C	-3.6%	-7.8%	5.9%	-1.5%	x	8.9%	2.2%	26.3%	0.3%
Cc1cc(C)c2nc(-c3ccncc3)cc(C(=O)N3CCN(Cc4ccccc4Cl)CC3)c2c1	-6.7%	-5.8%	10.5%	1.0%	x	16.8%	22.1%	5.3%	4.3%
